Compound activity deposited in PubChem BioAssay by several laboratories.
GLD-1 RNA inh: GLD-1-TGE RNA interaction inhibition (C. elegans). inhibition, % at 5.96 µM. purified GLD-1 + fluorescein TGE RNA, fluorescence polarization. 0.44% of 320,000 active;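 active = percent inhibition above a per-plate cutoff, the plate mean of test compounds plus 3 SD, cut at about 30% in these data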;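 also: 0% = DMSO wells with GLD-1 and probe and 100% = wells lacking GLD-1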
MCL1 BIM primary: inhibitors of human MCL1 binding to BIM-BH3 peptide; 0.68% of 320,000 active; inhibition, % at 10.9 µM; GST-MCL1 / FITC-Bim-BH3 fluorescence polarization;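 active = inhibition above the mean inhibition of all tested compounds plus 3 SD, set per campaign, cut at about 40% in these data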;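 also: 0% = DMSO wells and 100% = unlabeled Bim-BH3 peptide control; higher means more loss of mP so more displacement of Bim peptide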
MEX-5 binding: C. elegans MEX-5 TCR-2 RNA binding activity. 0.38% of 300,000 active. activity score (negative = inhibition of binding), % at 10 µM. MEX-5/FITC-TCR2 RNA binding, fluorescence polarization; hits give low values;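 active = inhibition past about -25% in most replicates, and total fluorescence under double the plate's negative control median, limit read from the data; inconclusive = replicates evenly split on the limit, or fluorescence at least double controls; inactive = too little inhibition in most replicates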;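 also: 0% = DMSO and -100% = 5 µM competing unlabeled TCR2 RNA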
VLA-4 inh: inhibition in a human VLA-4 binding assay | P13612 | VLA-4 expressing cells, ligand binding flow cytometry | inhibition, % (about 7 µM as worked out from the volumes in the protocol) | 0.2% of 330,000 active | AID 2557; in the data active = inhibition above about 50%
Target sequence (P13612 whole entry, looked up): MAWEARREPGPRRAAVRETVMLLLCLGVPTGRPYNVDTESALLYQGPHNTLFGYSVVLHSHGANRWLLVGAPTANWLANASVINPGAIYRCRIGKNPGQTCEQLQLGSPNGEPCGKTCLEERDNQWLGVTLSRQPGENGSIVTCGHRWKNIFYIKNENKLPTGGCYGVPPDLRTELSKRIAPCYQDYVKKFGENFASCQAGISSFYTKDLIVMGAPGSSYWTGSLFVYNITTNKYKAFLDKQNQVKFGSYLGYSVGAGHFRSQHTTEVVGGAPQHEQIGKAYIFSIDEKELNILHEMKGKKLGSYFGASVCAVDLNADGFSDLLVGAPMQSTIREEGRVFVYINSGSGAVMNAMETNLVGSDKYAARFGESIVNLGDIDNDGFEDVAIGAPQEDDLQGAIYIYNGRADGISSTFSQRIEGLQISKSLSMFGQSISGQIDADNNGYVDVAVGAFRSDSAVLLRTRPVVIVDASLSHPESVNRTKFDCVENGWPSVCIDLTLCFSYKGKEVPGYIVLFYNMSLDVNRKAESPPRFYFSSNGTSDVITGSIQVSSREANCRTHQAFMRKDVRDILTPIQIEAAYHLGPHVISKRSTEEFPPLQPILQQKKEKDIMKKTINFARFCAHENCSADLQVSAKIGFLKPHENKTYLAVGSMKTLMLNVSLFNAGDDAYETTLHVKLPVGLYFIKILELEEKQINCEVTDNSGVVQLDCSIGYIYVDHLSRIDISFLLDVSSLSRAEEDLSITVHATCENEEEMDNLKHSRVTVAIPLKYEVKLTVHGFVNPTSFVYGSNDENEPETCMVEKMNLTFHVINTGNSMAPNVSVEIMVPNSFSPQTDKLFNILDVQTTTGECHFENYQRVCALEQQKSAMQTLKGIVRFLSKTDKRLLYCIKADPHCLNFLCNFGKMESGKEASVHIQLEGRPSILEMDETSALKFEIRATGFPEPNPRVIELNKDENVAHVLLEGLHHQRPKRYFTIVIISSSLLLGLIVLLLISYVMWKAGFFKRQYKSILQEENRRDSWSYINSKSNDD
AGP1 TOR yeast: alters AGP1-GFP fluorescence in TOR pathway yeast screen. S. cerevisiae AGP1-GFP multiplex flow cytometry, 3 h; GFP as percent of DMSO wells. GFP response vs DMSO, % at 10 µM. 0.02% of 320,000 active. AID 2066;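 active = GFP response relative to DMSO above a set limit, near screen average plus 3 SD, cut at about 150% in these data; inconclusive = fewer than 70 cells counted for the yeast strain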;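 also: median GFP channel fluorescence of the gated AGP1 strain per well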
Yeast superoxide: caloric restriction mimetics inhibiting age-related superoxide in yeast | AID 2690 | superoxide response (% of plate mean), % at 10 µM | S. cerevisiae aged cells, superoxide DHE fluorescence; hits give low values | 0.18% of 330,000 active;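 active = superoxide response under a set limit, about three screen SD below normal, cut at about 65% in these data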;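 also: yeast aged for seven days with compound at 30 °C before DHE staining; 100% = average MFI of all compound-treated wells on the plate with controls excluded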
Bcl-xL primary: Bcl-xL (human) inhibition; GST-Bcl-xL / FITC-Bim BH3 peptide fluorescence polarization; 0.7% of 320,000 active; inhibition, % at 10.9 µM; Q07817;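 active = inhibition above the mean of all tested compounds plus 3 SD, cutoff set per campaign, cut at about 30% in these data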;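 also: 0% = DMSO wells and 100% = unlabeled Bim-BH3 peptide competitor; inhibitors lower millipolarization by displacing the labeled peptide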
CIT2-GFP yeast: modulators of TOR pathway CIT2-GFP in S. cerevisiae; AID 2029; 0.065% of 320,000 active; S. cerevisiae CIT2-GFP strain, flow cytometry, 3 h; 100 means same as DMSO wells; GFP response vs DMSO, % at 10 µM;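 active = GFP response relative to DMSO above a set limit, near the screen mean plus 3 SD, cut at about 150% in these data; inconclusive = Fewer than 70 cells measured for a yeast strain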;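 also: ratio of well median GFP fluorescence to mean of DMSO wells on the plate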
GRK2 inh: human GRK2 inhibition via aptamer displacement; P25098; bead flow cytometry, FAM-aptamer displacement from GRK2; inhibition of aptamer binding, % at 10 µM; 0.59% of 330,000 active; AID 488847;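 active = inhibition of aptamer binding above 40%, roughly 3 SD of noise, on plates passing a quality check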;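 also: median bead fluorescence of bound FAM aptamer so fluorescent compounds give negative values; no value below 0 was filed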
Active calls of the source: *; ? = inconclusive; . = not tested or not shown.

mol	CIT2-GFP yeast	Yeast superoxide	AGP1 TOR yeast	Bcl-xL primary	MCL1 BIM primary	GRK2 inh	VLA-4 inh	MEX-5 binding	GLD-1 RNA inh
OCCNC(=S)NC1CCCCC1	94	89	104	1	6	3	31	2.6	2
CCOC(=O)c1ccc2[nH]c(C)cc(=O)c2c1	87	107	89	9	3	5	4	-0.6	-4
COc1ccc(CCNC(=O)CSc2nnc(CNC(=O)c3cccs3)o2)cc1OC	101	111	101	3	6	34	8	0.3	6
COCCN(C(=O)c1cc(-c2ccco2)nc2ccccc12)c1c(N)n(Cc2ccccc2)c(=O)[nH]c1=O	96	100	96	.	.	19	13	.	-2
S=C(Nc1ccc(Nc2ccccc2)cc1)NC1CCCCCC1	106	81	99	-7	-6	0	21	-0.3	7
NC1=NC(=O)/C(=C\c2cccnc2)S1	101	89	98	1	-2	0	9	-0.7	2
COc1ccc(CNC(=O)C2CCCN(S(=O)(=O)c3cc(C)ccc3OC)C2)cc1 (centres undefined)	108	112	102	4	-3	0	3	-0.6	0
CN1CCN(C(=S)c2ccc(-c3cccc([N+](=O)[O-])c3)o2)CC1	87	95	98	4	5	5	17	1.8	0
O=C(CN1CCN(c2ccc(O)cc2)CC1)N(C1CC1)C1CCS(=O)(=O)C1 (centres undefined)	97	90	91	-1	0	0	4	.	3
CCN(C(C)=O)N(CC)c1nc(Cl)nc(NC(C)C)n1	101	94	97	-14	-21	0	19	-0.2	1
O=C(Nc1cccc(F)c1)N1CCCCCC1	108	96	109	4	9	4	-20	-2.2	3
Cc1cccc(NC(=O)C2CCCN(c3cnccn3)C2)c1 (centres undefined)	100	98	78	5	6	0	-3	-0.2	1
C/C(=N\NC(=S)NCc1ccccc1)c1ccc(C(C)(C)C)cc1	98	103	93	-3	4	1	15	0.2	2
COc1ccc(NC(=O)Nc2ccc3c(c2)N(C)C(=O)CS3)cc1Cl	105	103	100	2	0	2	25	-6.0	5
Cc1ccnc(NC2c3ccccc3C(=O)N2Cc2ccccc2Cl)c1 (centres undefined)	94	107	99	1	6	0	-1	-0.4	-4
Cc1noc(C)c1NC(=O)N(C)C[C@H]1Oc2ccc(NC(=O)Nc3ccc4c(c3)OCO4)cc2C(=O)N([C@H](C)CO)C[C@@H]1C	.	101	.	.	.	0	-6	.	-5
O=C(Nc1ccccc1N1CCCC1)C1CCN(S(=O)(=O)c2ccccc2)CC1	98	111	96	2	6	0	-1	2.2	1
CCN(CC)c1ccc(/C=N/NC(=O)OC)c(O)c1	99	68	107	7	13	0	14	-2.5	4
CCC(C)NCCCOc1cc(Cl)ccc1Cl (centres undefined)	?	89	.	3	6	0	1	-1.6	0
CCN1C(=O)c2ccccc2S(=O)(=O)c2ccc(C(=O)NCc3cccnc3)cc21	94	102	98	3	2	0	22	-1.3	3
CCOC(=O)C1CCN(C(=O)c2ccc(OCC)c(OCC)c2)CC1	107	108	101	13	-2	2	7	0.0	-1
N/C(CC(=O)Nc1ccc(F)cc1F)=N\OC(=O)c1cccs1	98	107	100	3	7	1	13	-3.2	-6
O=C(c1ccco1)N1CCN(C(=O)c2snc3ccc(Cl)cc23)CC1	108	89	110	-5	-2	0	-3	-0.4	4
O=C(c1ccccc1)N1CCN(C(=O)c2nn3c(C(F)(F)F)cc(-c4ccco4)nc3c2Br)CC1	107	101	92	3	26	0	-6	4.0	-5
Cc1cc(C(=O)N/N=C/c2cccnc2)n[nH]1	105	91	117	-1	10	1	1	1.1	5
CN(C)CCCNc1ccc(S(N)(=O)=O)cc1[N+](=O)[O-]	103	94	105	4	6	1	-6	-1.4	1
O=C(CCCn1c(SCc2cc(=O)n3ccccc3n2)nc2ccccc2c1=O)NCC1CCCO1 (centres undefined)	103	102	105	2	-3	0	-24	-2.0	0
NC(=O)c1nsc(C(=O)N(Cc2cccnc2)C(C(=O)NCc2ccc(F)cc2)c2ccc(F)cc2)c1N (centres undefined)	87	96	85	-2	1	0	16	1.2	-6
COc1ccc(C(=O)C2CCCN(C3Cc4ccccc4C3)C2)c(OC)c1 (centres undefined)	101	79	102	1	-3	0	16	2.3	-4
COc1ccccc1NC(=O)c1ccccc1SC	97	94	91	6	4	0	19	2.6	1

One compound at a time (already shown).
Listed for CCOC(=O)c1ccc2[nH]c(C)cc(=O)c2c1 → CIT2-GFP yeast: 87; Yeast superoxide: 107; AGP1 TOR yeast: 89; Bcl-xL primary: 9; MCL1 BIM primary: 3; GRK2 inh: 5; VLA-4 inh: 4; MEX-5 binding: -0.6; GLD-1 RNA inh: -4
Listed for Cc1cccc(NC(=O)C2CCCN(c3cnccn3)C2)c1 (centres undefined) → CIT2-GFP yeast: 100; Yeast superoxide: 98; AGP1 TOR yeast: 78; Bcl-xL primary: 5; MCL1 BIM primary: 6; GRK2 inh: 0; VLA-4 inh: -3; MEX-5 binding: -0.2; GLD-1 RNA inh: 1

(listing goes on)
mol	CIT2-GFP yeast	Yeast superoxide	AGP1 TOR yeast	Bcl-xL primary	MCL1 BIM primary	GRK2 inh	VLA-4 inh	MEX-5 binding	GLD-1 RNA inh
Cc1ccc(-c2nnc(CSc3nnc(C)s3)o2)cc1	93	91	96	8	3	3	-9	-0.3	2
O=C(Nc1nc2c(F)cc(F)cc2s1)C1CCN(C(=O)c2ccc(F)cc2)CC1	103	92	121	-2	-73	0	-1	-3.0	-3
Cc1cc(C)cc(N2CC(O)Cn3c2nc2c3c(=O)[nH]c(=O)n2C)c1 (centres undefined)	108	95	100	.	.	0	-7	-1.4	.
CC(=O)Nc1ccc(NC(=O)C/C(C)=N/NC(=O)COc2cc(C)c(Br)cc2Br)cc1	95	103	97	2	6	0	13	-0.2	5
COc1ccc2cc3c(N)nn(C(=O)c4ccccc4Cl)c3nc2c1	111	95	105	6	-2	7	4	0.4	8
COCCN(C(=O)CSc1nnc(-c2ccccc2C)n1C)c1c(N)n(Cc2ccccc2)c(=O)[nH]c1=O	99	99	84	7	12	3	1	0.3	6
Cc1cc(C(=O)NNC(=O)COc2ccccc2Cl)n[nH]1	101	106	99	2	0	2	1	0.2	1
COc1ccc(N(C(=O)CCl)C(C(=O)NC2CCCCC2)c2cccnc2)cc1 (centres undefined)	76	99	87	5	5	0	5	2.1	3
CCc1nnc(NS(=O)(=O)c2ccc(N/C=C\C(=O)c3ccc4ccccc4c3)cc2)s1	110	118	105	6	3	2	-10	0.8	2
Cc1ccc(NC(=O)c2sccc2C)cc1[N+](=O)[O-]	102	99	105	11	11	0	0	0.5	8
CC(=O)N1c2ccc(S(=O)(=O)N3CCC(C(=O)NCCc4ccc(Cl)cc4)CC3)cc2CC1C (centres undefined)	103	89	101	1	1	0	-6	2.2	-1
COC(=O)c1cc(S(=O)(=O)N2CCN(Cc3ccccc3)CC2)c[nH]1	114	88	102	-4	-2	0	-1	0.8	2
C=CCn1c(C)cc(C(=O)COC(=O)COc2ccccc2C#N)c1C	81	90	89	3	0	3	-1	-0.6	0
N#Cc1nc(-c2ccc(OCc3ccccc3Cl)cc2)oc1NCCCn1ccnc1	100	115	105	1	3	0	0	2.4	-6
O=C(CSc1ncn[nH]1)NC1CCCc2ccccc21 (centres undefined)	99	99	98	1	-5	0	-8	2.2	-7
Cc1ccc(S(=O)(=O)CCSC(=N)N)cc1	104	96	102	1	10	1	4	4.1	5
CCN(CC(=O)Nc1ccc(NC(C)=O)cc1)C(=O)c1cccc(-n2cccc2)c1	85	98	101	3	-1	6	-1	-1.5	6
COc1cc(C(=O)OCC(=O)c2ccccc2)cc2c1OCCO2	98	115	99	-3	-5	1	17	.	1
COc1ccc(-n2nc3cc(C)c(N)cc3n2)cc1Cl	87	102	64	9	24	2	-3	-5.0	2
Cc1cc(CC(=O)O)c(C)cc1CC(=O)O	98	100	87	1	3	2	8	2.5	-2
O=c1[nH]c(Nc2ccccc2Cl)cc2ccccc12	86	139	82	7	4	10	17	-0.9	2
COc1ccc(C(=O)CC(c2ccccc2)C2CCCCC2=O)cc1 (centres undefined)	97	105	91	0	-1	1	11	-0.5	4
COc1ccccc1NC(=O)c1ccc(-n2cncn2)nc1	103	89	97	-2	-6	0	6	0.1	1
CN(CC(=O)Nc1ccc(Cl)cc1)C(=O)c1ccc(COc2ccccc2)cc1	102	78	101	2	2	2	10	.	5
CCOc1ccc(N=Cc2c(C)[nH]n(-c3nc4ccccc4[nH]3)c2=O)cc1	106	112	105	2	8	0	9	-0.2	0
COc1ccc(N2CCN(C(=O)COc3cccc4ccccc34)CC2)cc1	89	103	76	2	-1	3	5	-2.7	4
O=C(NCCCc1ccncc1)C1CCC(=O)N(Cc2cccc(F)c2)C1 (centres undefined)	102	94	98	8	6	0	-5	-0.7	4
CCOC(=O)c1c[nH]c2c(Cl)c(Cl)ccc2c1=O	.	105	99	7	1	0	4	0.5	2
O=C(CSc1nnc(NC(=O)C2CCC2)s1)Nc1ccccc1Br	106	88	107	0	-6	0	2	-1.9	2
CCc1cccc2c(C(=O)CN3C(=O)N(C)C4(CCCCC4)C3=O)c[nH]c12	96	88	97	-4	-10	0	-9	.	5
Cc1c(Cl)cccc1NC(=O)c1ccc(OCC(=O)NCc2ccccc2)cc1	101	108	102	7	-4	0	-4	-1.0	-3
CC(=O)Nc1ccc(Nc2ccc(N3C(=O)CCCC3=O)cc2[N+](=O)[O-])cc1	110	94	104	4	2	0	4	0.8	5
CC(=O)Nc1ccc(Nc2c([N+](=O)[O-])cc(S(C)(=O)=O)cc2[N+](=O)[O-])cc1	97	115	86	2	2	4	10	-1.9	5
O=C(NCc1ccccc1)c1ccccc1-c1nc2ccccc2[nH]1	98	110	93	5	6	2	4	-1.0	0
CC(=O)c1ccc(OCc2ccccc2)c(C)c1O	.	.	.	6	4	.	.	0.7	3
COc1ccc(-c2csc(NC(=O)C(CC(=O)O)N3CCOCC3)n2)cc1 (centres undefined)	102	99	103	.	.	0	-12	0.7	.
COc1ccc(/C=N/NC(=O)c2ccco2)cc1Cn1nc(C)c([N+](=O)[O-])c1C	100	109	100	-1	-9	0	-1	-0.8	7
CC1=Nc2cc(C(=O)NCCN3CCOCC3)ccc2Sc2c(C)ccc(C)c21	102	98	106	6	0	1	-3	-1.7	-1
COC(=O)CNC(=O)CSc1nc2sc(-c3ccccc3)cc2c(=O)n1-c1ccccc1	94	106	104	-7	-12	1	9	-4.3	-3
C[C@H](CO)N1C[C@H](C)[C@@H](CN(C)S(=O)(=O)c2cn(C)cn2)Oc2c(NC(=O)Nc3ccc(C(F)(F)F)cc3)cccc2C1=O	88	98	96	.	.	0	-4	.	1
CCN(CC)CCOC(=O)c1ccc(N/C=C(/C#N)c2nc(-c3ccc4c(c3)OCO4)cs2)cc1	89	100	99	-29	10	8	1	2.8	1
Cc1ccc(NC(=S)NCCc2ccc(F)cc2)c(C)c1	105	108	106	4	0	3	-20	0.9	1
CCN(Cc1cccc(F)c1)C(=O)c1ccc2ccccc2n1	95	77	101	5	4	0	7	-2.7	-2
N#Cc1nc(COc2ccc(-c3ccccc3)cc2)oc1NCc1cccnc1	95	101	87	5	6	0	2	-2.1	7
O=C(NCCCn1ccnc1)c1nc(Cn2cc([N+](=O)[O-])cn2)no1	90	108	98	4	2	2	0	-1.5	-3
COc1ccc(N2CCN(C(=O)COc3ccccc3)CC2)cc1	92	95	93	5	7	0	1	-0.3	3

Random draw from the library; 2.1% or so of the library scored in one or more.
